Screening data as filed in PubChem.
Vif-A3G inh: qHTS for Inhibitors of Vif-A3G Interactions: qHTS; HeLa A3G-eYFP + Vif (tagged APOBEC3G with the HIV-1 protein that degrades it), YFP fluorescence, overnight; Potency, µM (series often up to 46.1 µM), for inactives: at the top dose activity, negative = active, actives largely listed as inhibitors; 0.076% of 410,000 active;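 note: % is set by controls: 0 for no effect and ±100 for the full control effect; nearly all actives have a fitted effect of over 60% in size; hits raise eYFP signal because A3G escapes Vif-driven loss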
Target sequence (Q9HC16 whole entry, looked up): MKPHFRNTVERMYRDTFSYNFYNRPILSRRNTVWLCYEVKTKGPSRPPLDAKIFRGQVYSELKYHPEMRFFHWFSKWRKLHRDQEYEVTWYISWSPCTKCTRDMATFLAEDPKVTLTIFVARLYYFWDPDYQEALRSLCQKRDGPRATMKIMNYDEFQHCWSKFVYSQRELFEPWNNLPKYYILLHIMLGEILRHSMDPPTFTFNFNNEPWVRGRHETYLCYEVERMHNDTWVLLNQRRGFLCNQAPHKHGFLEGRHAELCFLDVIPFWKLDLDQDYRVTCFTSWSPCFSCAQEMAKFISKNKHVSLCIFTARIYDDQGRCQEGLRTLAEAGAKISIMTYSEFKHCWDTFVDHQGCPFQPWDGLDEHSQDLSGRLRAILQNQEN
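Read-out is eYFP fluorescence (Ex 488/Em 500-530) from Vif-expressing HeLa A3G-eYFP cells; more signal means A3G escaped Vif-mediated degradation. Cells plated overnight, compound pinned in, incubated overnight at 37 deg C.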
RXFP1 agonist: qHTS Assay for Agonists of the Relaxin Receptor RXFP1; Relaxin receptor 1 (Homo sapiens), Q9HBX9; HEK293T-RXFP1 cAMP TR-FRET, 30 min; response scale: percent of porcine relaxin response, buffer zero; Potency, µM (highest dose often 57.5 µM), for the others: at the highest dose activation, actives largely listed as activators; 0.3% of 370,000 active; note: % is set by controls: 0 for no effect and ±100 for the full control effect; nearly all actives have a fitted effect of over 60% in size; many of its hits are not listed in these tables
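cAMP rise read by TR-FRET after 30 min, 37C compound exposure (up to 58 uM) in RXFP1-transfected HEK293 cells with Ro 20174 present. EC50 from Hill-equation fits, with 29 nM porcine relaxin as 100% and buffer as basal.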
IDH1 R132H inh: qHTS for Inhibitors of mutant isocitrate dehydrogenase 1 (IDH1): qHTS. IDH1-R132H enzyme, NADPH consumption, diaphorase/resazurin fluorescence. Potency, µM (top dose mostly 76.6 µM), inactives show at the top dose activity change, negative = inhibition, usual class: inhibitors. Isocitrate dehydrogenase [NADP] cytoplasmic (Homo sapiens), O75874. 0.093% of 390,000 active; note: % is set by controls: 0 for no effect and ±100 for the full control effect; nearly all actives have a fitted effect of over 65% in size
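IDH1-R132H (0.5 ug/mL dispensed) in pH 7.5 Tris buffer was preincubated 30 min with compound, then given a substrate mix of 0.016 mM NADPH and 2 mM alpha-KG for 80 min at room temperature; remaining NADPH was read by diaphorase/resazurin fluorescence.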
TrxR1 inh: qHTS Assay for Inhibitors of Mammalian Selenoprotein Thioredoxin Reductase 1 (TrxR1): qHTS. Potency, µM (titrated, usually from 114 µM), for the others: top-dose activity change, negative = inhibition, hits mostly inhibitors. recombinant rTrxR1, NADPH fluorescence consumption, selenite substrate. 1% of 390,000 active. AID 588453, 2011. Thioredoxin reductase 1, cytoplasmic (Rattus norvegicus), O89049; note: % is set by controls: 0 for no effect and ±100 for the full control effect; nearly all actives have a fitted effect of over 65% in size
Target sequence (O89049 whole entry, looked up): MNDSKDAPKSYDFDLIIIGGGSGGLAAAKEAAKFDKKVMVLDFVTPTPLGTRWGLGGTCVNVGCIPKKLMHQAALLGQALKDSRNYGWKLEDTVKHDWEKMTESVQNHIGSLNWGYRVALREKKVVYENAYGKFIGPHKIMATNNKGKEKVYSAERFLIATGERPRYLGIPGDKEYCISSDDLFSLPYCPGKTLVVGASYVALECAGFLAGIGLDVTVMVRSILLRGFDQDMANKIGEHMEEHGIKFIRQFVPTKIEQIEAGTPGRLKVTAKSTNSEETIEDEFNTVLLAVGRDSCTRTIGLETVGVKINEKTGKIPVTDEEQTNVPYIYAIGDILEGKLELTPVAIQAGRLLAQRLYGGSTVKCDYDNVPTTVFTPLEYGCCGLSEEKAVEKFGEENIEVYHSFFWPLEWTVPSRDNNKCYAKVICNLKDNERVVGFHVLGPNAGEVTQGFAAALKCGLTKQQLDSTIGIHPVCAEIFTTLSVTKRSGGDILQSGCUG
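Rat TrxR1 (90 nM in the dispensed reagent) was pre-reduced with 400 uM NADPH for 5 min at room temperature, then incubated with compound for 15 min. After 400 uM selenite was added, NADPH fluorescence (Ex 340/Em 450 nm) was followed for 8 min.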
TrxR1 substrate: qHTS Assay for Substrates of Mammalian Selenoprotein Thioredoxin Reductase 1 (TrxR1): qHTS. Thioredoxin reductase 1, cytoplasmic (Rattus norvegicus), O89049. purified TrxR1 substrate turnover, NADPH consumption readout. Potency, µM (titrated, usually from 114 µM), for inactives: top-dose activity change, negative = substrate turnover. 0.01% of 390,000 active. AID 588456, 2011; note: % is set by controls: 0 for no effect and ±100 for the full control effect; nearly all actives have a fitted effect of over 50% in size
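Rat TrxR1, dispensed at 90 nM, was prereduced with 400 uM NADPH (final) for 5 min at ~22 deg C, then incubated with compound 15 min before 400 uM selenite. A first-read NADPH fluorescence drop versus no-compound background flagged substrates.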
USP1-UAF1 inh: Inhibitors of USP1/UAF1: Primary Screen | AID 743255, 2014 | Potency, µM (top dose mostly 57.1 µM), for inactives: top-dose activity change, negative = inhibition, hits mostly inhibitors | recombinant USP1/UAF1, Ub-Rhodamine cleavage fluorescence | 0.23% of 390,000 active | Ubiquitin carboxyl-terminal hydrolase 1 (Homo sapiens), O94782; note: % is set by controls: 0 for no effect and ±100 for the full control effect; nearly all actives have a fitted effect of over 60% in size; inactives centre near -12
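High-throughput fluorogenic screen: 1nM USP1/UAF1 complex, Ub-Rho substrate 150nM final, 50mM HEPES pH 7.8 with 0.5mM EDTA, 0.1 mg/ml BSA, 1mM TCEP and 0.01% Tween-20.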
RGS4 inh: Inhibitors of Regulator of G Protein Signaling (RGS) 4: qHTS; Regulator of G-protein signaling 4 (Homo sapiens), P49798; Potency, µM (titrated, usually from 114 µM), without a hit: at the top dose activity change, negative = inhibition, usual class: inhibitors; AID 504845, 2011; 0.039% of 390,000 active; Transcreener GDP fluorescence polarization, RGS4-accelerated GTP hydrolysis; note: % is set by controls: 0 for no effect and ±100 for the full control effect; nearly all actives have a fitted effect of over 75% in size; some results filed as inactive show a strong effect at the top dose
Target sequence (P49798 whole entry, looked up): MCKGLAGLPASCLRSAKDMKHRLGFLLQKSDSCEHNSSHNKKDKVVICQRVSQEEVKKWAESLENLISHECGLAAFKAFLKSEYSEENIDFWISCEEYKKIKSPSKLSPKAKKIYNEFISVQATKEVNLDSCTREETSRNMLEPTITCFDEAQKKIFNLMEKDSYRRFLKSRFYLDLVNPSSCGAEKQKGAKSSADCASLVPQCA
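MLSMR compounds (23 nl, pin-transferred) preincubated 10 min at room temperature with a 500nM (2x) first reagent, then RGS4 at 900nM (2x) plus Transcreener GDP mix added; fluorescence polarization (620/688 nm) read before and after 90 min at 30 °C.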
Vif-APOBEC3F blk: qHTS for Inhibitors of Vif-A3F Interactions: qHTS; HeLa A3F-eYFP + Vif (tagged APOBEC3F with the HIV-1 protein that degrades it), YFP fluorescence increase; Potency, µM (titrated, usually from 46.1 µM), for inactives: at the top dose activity, negative = active; 0.2% of 390,000 active; note: % of control where 0% means no effect; nearly all actives have a fitted effect of over 65% in size
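HeLa cells stably expressing Vif plus C-terminally eYFP-tagged A3F were seeded, incubated overnight at 37 deg C, dosed with compound, incubated overnight again at 37 deg C. Yellow fluorescence (Ex 488/Em 500-530) reported blocked Vif-mediated A3F-eYFP degradation.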
ALOX12 inh: Primary qHTS assay for inhibitors of human arachidonate 12S-lipoxygenase (ALOX12): Round 2; Polyunsaturated fatty acid lipoxygenase ALOX12 (Homo sapiens), P18054; purified 12hLO, xylenol orange hydroperoxide absorbance; Potency, µM (series often up to 108 µM), without a hit: at the highest dose activity change, negative = inhibition, hits mostly inhibitors; 1.1% of 580,000 active; note: % is set by controls: 0 for no effect and ±100 for the full control effect
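Purified human 12hLO (150 nM final) in 25 mM Hepes, 0.01% Triton X-100, pH 7.0 was preincubated 15 min at room temperature with compound. Then 40 uM arachidonic acid was added, 30 min. Hydroperoxide was read by Fe-XO absorbance ratio 573/405 nm.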
The depositor's hits bear a star; [ ] = another dose, or the depositor's remark. Calls come from the whole dose curve; as a rule, active = well fitted curve in the direction sought with a large enough effect; inconclusive = small, poorly fitted or top-dose-only effect, or another doubt; inactive = no such curve, though single readings can be large; an effect the other way counts as inactive or inconclusive. Potency is the fitted concentration of half-maximal effect. Some of the compounds tested; count on the stated rates, not on these rows.

Results for Cc1csc(NC(=O)C2CCCC2)n1 ?
Vif-A3G inh: -1%; RXFP1 agonist: 4.8%; IDH1 R132H inh: 5%; TrxR1 inh: -1%; TrxR1 substrate: -8%; USP1-UAF1 inh: -14%; RGS4 inh: -14%; Vif-APOBEC3F blk: -11%; ALOX12 inh: -21%

Results for Cc1ccc(Cl)cc1-n1c(=O)c2sc3ccccc3c2n(Cc2ccccc2)c1=O ?
Vif-A3G inh: -1%; RXFP1 agonist: 2.7%; IDH1 R132H inh: -3%; TrxR1 inh: 28%; TrxR1 substrate: 16%; USP1-UAF1 inh: -26%; RGS4 inh: 14%; Vif-APOBEC3F blk: -1%; ALOX12 inh: 0%

Results for CCCC(C)NC(=O)c1sc2nc3n(c(=O)c2c1C)CCC3 (stereo not drawn) ?
Vif-A3G inh: -2%; RXFP1 agonist: 5.3%; IDH1 R132H inh: -2%; TrxR1 inh: 9%; TrxR1 substrate: 3%; USP1-UAF1 inh: -15%; RGS4 inh: 13%[56.9 µM]; Vif-APOBEC3F blk: 5%; ALOX12 inh: 12%

Results for Cc1ccc(NC2=NC(c3ccc(F)cc3)n3c(nc(C)cc3=O)N2)c(C)c1 (stereo not drawn) ?
Vif-A3G inh: -1%; RXFP1 agonist: inconclusive; IDH1 R132H inh: 4%; TrxR1 inh: -6%; TrxR1 substrate: -2%; USP1-UAF1 inh: -21%; RGS4 inh: -15%; Vif-APOBEC3F blk: 2%; ALOX12 inh: inconclusive

What do the screens show for `CNC(=S)Nc1ccc2[nH]c(=O)[nH]c2c1`?
Vif-A3G inh: 0%; RXFP1 agonist: -0.5%; IDH1 R132H inh: 2%; TrxR1 inh: -5%[57.1 µM]; TrxR1 substrate: 6%[57.1 µM]; USP1-UAF1 inh: 1%; RGS4 inh: -31%; Vif-APOBEC3F blk: 6%; ALOX12 inh: 0%

Results for CN(C(=O)/C(N=Nc1cccc(C(F)(F)F)c1)=C(\O)C(F)(F)F)c1ccccc1 ?
Vif-A3G inh: 1%; RXFP1 agonist: 2.0%; IDH1 R132H inh: 3%; TrxR1 inh: 9%[57.1 µM]; TrxR1 substrate: -4%[57.1 µM]; USP1-UAF1 inh: 0%; RGS4 inh: 28%; Vif-APOBEC3F blk: -3%; ALOX12 inh: -1%

How did CCOC(=O)c1c(S(=O)(=O)N2CCCC(C(=O)Nc3cccc(Cl)c3)C2)c(C)n(C)c1C (stereo not drawn) do in these assays?
Vif-A3G inh: -2%; RXFP1 agonist: 3.8%; IDH1 R132H inh: 10%; TrxR1 inh: 5%[57.1 µM]; TrxR1 substrate: 0%[57.1 µM]; USP1-UAF1 inh: -25%; RGS4 inh: -13%; Vif-APOBEC3F blk: -5%; ALOX12 inh: -20%

Results for Cc1cccc(Cn2c(SCc3ccc(C(=O)NC4CCCC4)cc3)nc3cccnc32)c1 ?
Vif-A3G inh: -6%; RXFP1 agonist: 3.7%; IDH1 R132H inh: 0%; TrxR1 inh: 11%; TrxR1 substrate: 4%; USP1-UAF1 inh: -11%; RGS4 inh: -23%; Vif-APOBEC3F blk: 3%; ALOX12 inh: -6%

How did Cc1ccc(Cl)cc1NC(=O)C(=O)N1CCCCC1 do in these assays?
Vif-A3G inh: 0%; RXFP1 agonist: -0.9%; IDH1 R132H inh: -10%; TrxR1 inh: 20%; TrxR1 substrate: 1%; USP1-UAF1 inh: -15%; RGS4 inh: -7%; Vif-APOBEC3F blk: 0%; ALOX12 inh: 2%

Results for COCCNC(=S)Nc1ccc(N2CCOCC2)c(S(=O)(=O)Nc2ccc(Cl)cc2)c1 ?
Vif-A3G inh: -2%; IDH1 R132H inh: -10%; USP1-UAF1 inh: -11%; Vif-APOBEC3F blk: -6%; ALOX12 inh: 5µM*

What do the screens show for `O=C(CSc1nnc(-c2ccccn2)n1Cc1ccccc1)N1CCOCC1`?
Vif-A3G inh: 0%; RXFP1 agonist: -0.2%; IDH1 R132H inh: -1%; TrxR1 inh: 23%; TrxR1 substrate: -3%; USP1-UAF1 inh: -2%; RGS4 inh: -5%[56.9 µM]; Vif-APOBEC3F blk: 4%; ALOX12 inh: 5%

What do the screens show for `Cc1ccc(S(=O)(=O)NC(=O)NCc2ccc(F)cc2)cc1`?
Vif-A3G inh: 1%; RXFP1 agonist: -0.3%; IDH1 R132H inh: 0%; TrxR1 inh: 25%; TrxR1 substrate: 4%; USP1-UAF1 inh: -8%; RGS4 inh: 1%; Vif-APOBEC3F blk: 8%; ALOX12 inh: 3%

The last two entries of the part before come first, to join the parts.
What do the screens show for `O=C(CSc1nnc(-c2ccccn2)n1Cc1ccccc1)N1CCOCC1`?
Vif-A3G inh: 0%; RXFP1 agonist: -0.2%; IDH1 R132H inh: -1%; TrxR1 inh: 23%; TrxR1 substrate: -3%; USP1-UAF1 inh: -2%; RGS4 inh: -5%[56.9 µM]; Vif-APOBEC3F blk: 4%; ALOX12 inh: 5%

What do the screens show for `Cc1ccc(S(=O)(=O)NC(=O)NCc2ccc(F)cc2)cc1`?
Vif-A3G inh: 1%; RXFP1 agonist: -0.3%; IDH1 R132H inh: 0%; TrxR1 inh: 25%; TrxR1 substrate: 4%; USP1-UAF1 inh: -8%; RGS4 inh: 1%; Vif-APOBEC3F blk: 8%; ALOX12 inh: 3%

What do the screens show for `O=C(c1ccco1)N1N=C(c2ccncc2)CC1(O)C(F)(F)F` (stereo not drawn)?
Vif-A3G inh: -5%; RXFP1 agonist: -1.3%; IDH1 R132H inh: -2%; TrxR1 inh: 2%; TrxR1 substrate: -10%; USP1-UAF1 inh: -6%; RGS4 inh: 19%; Vif-APOBEC3F blk: 3%; ALOX12 inh: 6%

Results for COc1ccccc1-n1ncc2c(=O)[nH]c(SCC(=O)Nc3ccc(Cl)cc3)nc21 ?
Vif-A3G inh: -6%; RXFP1 agonist: -0.3%; IDH1 R132H inh: -9%; TrxR1 inh: 12%[57.1 µM]; TrxR1 substrate: 3%[57.1 µM]; USP1-UAF1 inh: inconclusive; RGS4 inh: 15%; Vif-APOBEC3F blk: 1%; ALOX12 inh: -42%

Results for COc1ccc(OC)c(NS(=O)(=O)c2ccc(NC(C)=O)cc2)c1 ?
Vif-A3G inh: inconclusive; RXFP1 agonist: -0.6%; IDH1 R132H inh: 4%; TrxR1 inh: 14%; TrxR1 substrate: 2%; USP1-UAF1 inh: -11%; RGS4 inh: -28%; Vif-APOBEC3F blk: -5%; ALOX12 inh: -11%

Results for O=S1(=O)CC2N=C(N(Cc3ccc(F)cc3Cl)c3ccccc3F)SC2C1 (stereo not drawn) ?
Vif-A3G inh: 2%; RXFP1 agonist: 0.2%; IDH1 R132H inh: -2%; TrxR1 inh: -19%; TrxR1 substrate: -16%; USP1-UAF1 inh: -15%; RGS4 inh: 4%; Vif-APOBEC3F blk: -1%; ALOX12 inh: inconclusive

How did O=C(COC(=O)Cc1ccc(F)cc1)NCc1ccco1 do in these assays?
Vif-A3G inh: -2%; RXFP1 agonist: -0.9%; IDH1 R132H inh: 0%; TrxR1 inh: -1%; TrxR1 substrate: 3%; USP1-UAF1 inh: -5%; RGS4 inh: -34%; Vif-APOBEC3F blk: -2%; ALOX12 inh: -3%

What do the screens show for `C#CCOCCOCCOCCNc1nc(N2CCN(C(=O)C([C@@H](C)CC)n3cc(C(N)COC(=O)C(F)(F)F)nn3)CC2)nc(N2CCN(C(=O)[C@H](Cc3ccc(O)cc3)n3cc(C(N)[C@H](C)CC)nn3)CC2)n1` (stereo partly drawn)?
Vif-A3G inh: 0%; IDH1 R132H inh: 3%; TrxR1 inh: 12%; TrxR1 substrate: 10%[57.1 µM]; USP1-UAF1 inh: -32%; RGS4 inh: 22%; Vif-APOBEC3F blk: 0%; ALOX12 inh: -6%

Results for O=C(CC1SC(=NCC2CCCO2)NC1=O)Nc1cc([N+](=O)[O-])ccc1Cl (stereo not drawn) ?
Vif-A3G inh: 1%; RXFP1 agonist: -0.2%; IDH1 R132H inh: 5%; TrxR1 inh: 12%[57.1 µM]; TrxR1 substrate: -10%; USP1-UAF1 inh: -5%; RGS4 inh: -12%; Vif-APOBEC3F blk: 12%; ALOX12 inh: -2%

What do the screens show for `COc1cccc(CN(C)C(=O)c2cccc(S(=O)(=O)N3CCN(Cc4ccccc4)CC3)c2)c1OC`?
Vif-A3G inh: 1%; RXFP1 agonist: -0.9%; IDH1 R132H inh: 1%; TrxR1 inh: -10%; TrxR1 substrate: -12%; USP1-UAF1 inh: -15%; RGS4 inh: -23%; Vif-APOBEC3F blk: 0%; ALOX12 inh: 11%
